Screening results (PubChem BioAssay)
Insulin prom inh: inhibitors of insulin promoter-driven GFP, primary screen, imaging, TRM-6 cells (human fetal islet line), eGFP reporter, cell count. reporter expression induced with tamoxifen. inhibition, % at 2 µM. actives 0.9% (n = 130,000);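 active means inhibition above the mean plus 3 SD, with well images judged a real hit on visual review, cut at about 60% in these data, passing the limit was not always enough; inconclusive means inhibition over the cutoff but images rejected on review; inactive means inhibition not above the cutoff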
sdo1 growth: growth rescue of sdo1-depleted yeast, primary screen, S. cerevisiae, bone marrow failure model; z-score at 10 µM; S. cerevisiae sdo1-depleted JHY4D growth rescue, OD600 30 h; hits give high values; pdr5 snq2 efflux-pump mutant strain; actives 0.21% (n = 140,000);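 active means z-score above 3 at both the 24 hr and the 30 hr optical density reads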;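 further: z-score against mean and SD of all compound wells on the same plate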
sdo1 growth Rescue 24 h: further read-out of sdo1 growth, marked with its call; z-score; S. cerevisiae sdo1-depleted JHY4D growth rescue, OD600; measured here: growth rescue at 24 h;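 0 is the plate mean of compound wells and units are plate SD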
Numbers without * were called inactive; i = inactive; ? = inconclusive; / = not tested or not shown. Rows are unselected. Share with any hit: about 0.94%.

structure,Insulin prom inh,sdo1 growth,sdo1 growth Rescue 24 h
CC1CCCN(C(=O)c2ccc3c(=O)n(Cc4ccc5c(c4)OCO5)c(=S)[nH]c3c2)C1 (stereo not given),5,-0.95,-0.06
CC(C)(C)c1ccc(C(=O)CS(=O)(=O)c2ccccc2)cc1,/,-1.1,-1.1
Cc1cccc2sc(N(CCN(C)C)C(=O)c3cc(Cl)sc3Cl)nc12,-6,0.43,-0.43
C=CCn1c(SCCC)nc2sc3c(c2c1=O)CCc1ccccc1-3,-29,0.39,0.57
CCc1cc(-c2nc(N)ncc2-c2csc(C)n2)c(O)cc1OC,-3,/,/
O=C(NCc1ccccc1)c1cc(=O)nc2sc(-c3ccccc3)nn12,/,0.19,-0.34
COC(=O)C1C(=O)C2=C(CC1C)Nc1ccccc1NC2c1cccs1 (stereo not given),-62,/,/
Cc1ccccc1CSc1nnc(C)c(=O)[nH]1,/,0.01,-0.65
Cc1cc(N=NC(=O)c2ccccc2O)c2ccccc2c1O,-7,/,/
CC(=O)c1ccc(NC(=O)c2ccc3c(Cl)c4c(nc3c2)CCCC4)cc1,8,-0.34,1.9
CCn1ccc(C(=O)Nc2ccc(S(=O)(=O)Nc3ccccc3OC)cc2)n1,58,-1.4,-1.4
CC(C)(C)c1cc(C(=O)Nc2ccccc2)ccn1,23,-0.82,-0.83
COCCNc1nc(-c2ccccc2)nc2ccccc12,57,/,/
COc1ccc(-n2c(Cc3cccn3C)nnc2SCC(=O)Nc2cc(C)cc(C)c2)cc1,/,-1.2,-0.44
CCCc1c(C)nc2ccc(OC)cc2c1SCCC(=O)O,50,0.1,-0.5
Cc1ccc(NC(=O)COC(=O)CN2C(=O)NC(C)(C)C2=O)cc1S(=O)(=O)N1CCOCC1,79*,/,/
NC(=O)CCn1nc(-c2ccc(Cl)cc2)c2ccccc2c1=O,15,4.3*,8.4*
CCCCc1cc2c(c(NC(C)=O)n1)c(=O)oc1ccccc12,/,0.19,0.9
CC1(C)OC(C)(C)/C(=C/Nc2ccccc2)C1=O,0,0,0.14
CSc1n[nH]c(NCc2cccs2)n1,57,0.21,-0.69
COc1cc(C(=O)OC(C)C(=O)Nc2ccc3c(c2)OCO3)ccc1OCc1c(C)noc1C (stereo not given),0,-0.77,-0.5
Cc1ccc(-c2n[nH]c(=O)c3ccccc23)cc1N,0,0.09,-0.22
Cc1cc(C)n(-c2ccc(C(=O)Nc3sccc3C(N)=O)cc2)n1,/,-1.5,-0.92
COC(=O)c1ccc(CSc2nnc(NC(C)C)s2)cc1,-3,-0.14,0.05
CSC(=NC#N)N1CCN(c2cccc(Cl)c2)CC1,0,0.55,-0.01
COCC(=O)Nc1ccc(Nc2ccccc2)cc1,33,1.6,1.4
CCN(CC)CC(C)(C)NS(=O)(=O)c1ccc(Cl)cc1,-29,0.32,-0.91
Cc1nnc(SC(C)C(=O)NCC2CCCO2)n1-c1ccccc1 (stereo not given),-34,0.36,-0.39
COc1ccc(/C=N/NC(=O)C(C)Sc2ccccn2)cc1[N+](=O)[O-] (stereo not given),-22,/,/
CN(C)S(=O)(=O)c1ccc(C(=O)Nc2nnc(SCc3cccc4ccccc34)s2)cc1,24,0.93,2.1
CCOc1ccc(OCc2ccc(C(=O)NCc3ccncc3)o2)cc1,23,0.91,0.15
CC1CCN(CC(=O)c2cccs2)CC1,-35,/,/
O=C(CCN1C(=O)C2CC=C(Cl)CC2C1=O)N1CCCCC1 (stereo not given),48,0.22,1.4
O=C(CSc1nnc2ccccn12)NCCN1C(=O)CSC1=O,-1,0.01,-0.51
O=C(O)Cc1ccc(C(=O)c2ccc(Cl)cc2)s1,i,1.1,0.99
CCN(CC)S(=O)(=O)c1ccc(Nc2ccc(-c3ccc4c(c3)OCCO4)nn2)cc1,57,0.38,0.91
NC(N)=Nc1nc(CCN2C(=O)c3ccccc3C2=O)cs1,6,0.9,-0.55
CCN1CCN(C(c2ccccc2F)c2nnnn2Cc2ccc3c(c2)OCO3)CC1 (stereo not given),-21,0.51,1
Cc1ccc(C(O)(c2ccccc2)c2ccccc2C(C)N(C)C)c(C)c1 (stereo not given),/,-2.1,-1.4
CC(C)NCC(O)COCc1ccc(Cl)cc1 (stereo not given),33,0.17,0.1
Cc1ccc(C)c(NCc2n[nH]c(=S)n2-c2ccccc2)c1,0,/,/
CCCOc1cccc(OCCSc2nc(C)cc(=O)[nH]2)c1,?,-0.94,-0.56
O=C1c2ccccc2NC(c2ccc3c(c2)OCCO3)N1c1ccc2c(c1)OCCO2 (stereo not given),0,-0.96,-0.62
CCOC(=O)c1c(-c2ccc(C)cc2)csc1NC(=O)CCN1CC(C)OC(C)C1 (stereo not given),/,-2.3,-2
COCC(C)n1c(C)cc(C(=O)CSc2nnnn2-c2ccc(O)cc2)c1C (stereo not given),-39,/,/
O=C(Nc1ccc(F)cc1)C1CCC(N2C(=O)c3ccccc3C2=O)CC1 (stereo not given),32,-0.94,2.1
CCOC(=O)C1=C(C)SC2=NS(=O)(=O)CCN21,/,-0.01,-1.1
c1ccc(-c2cccc(-c3ccccn3)n2)nc1,/,-0.05,-0.19
OCC1(c2cc(C(F)(F)F)n[nH]2)CCCCC1,48,0.71,0.92
O=C(CN1C2=NCCCN2c2ccccc21)c1cccc(Br)c1,8,0.05,-0.89

Filtered by structure, the compounds so far containing a thiophene ring, fused or not (eight)
structure,Insulin prom inh,sdo1 growth,sdo1 growth Rescue 24 h
Cc1cccc2sc(N(CCN(C)C)C(=O)c3cc(Cl)sc3Cl)nc12,-6,0.43,-0.43
C=CCn1c(SCCC)nc2sc3c(c2c1=O)CCc1ccccc1-3,-29,0.39,0.57
COC(=O)C1C(=O)C2=C(CC1C)Nc1ccccc1NC2c1cccs1 (stereo not given),-62,/,/
CSc1n[nH]c(NCc2cccs2)n1,57,0.21,-0.69
Cc1cc(C)n(-c2ccc(C(=O)Nc3sccc3C(N)=O)cc2)n1,/,-1.5,-0.92
CC1CCN(CC(=O)c2cccs2)CC1,-35,/,/
O=C(O)Cc1ccc(C(=O)c2ccc(Cl)cc2)s1,i,1.1,0.99
CCOC(=O)c1c(-c2ccc(C)cc2)csc1NC(=O)CCN1CC(C)OC(C)C1 (stereo not given),/,-2.3,-2

Other entries follow:
structure,Insulin prom inh,sdo1 growth,sdo1 growth Rescue 24 h
CCc1ccc(NC(=O)N(CCN2CCOCC2)Cc2ccc3c(c2)CCCN3CC)cc1,8,-0.33,-0.4
Nn1c(SCC(=O)Nc2ccccc2)nnc1-c1cccnc1,-14,1.3,0.92
CCCN1CCN(C(c2cc3cc4c(cc3[nH]c2=O)OCO4)c2nnnn2C(C)(C)C)CC1 (stereo not given),50,-0.03,-0.11
Cc1nn(CCC(=O)NNC(=S)NCC(C)C)c(C)c1Br,-27,0.66,0.43
Cc1cc(C(=O)OCC(=O)Nc2nnc(C(C)C)s2)c2ccccc2n1,0,-0.34,0.48
O=C(NCCc1ccc(Cl)cc1)c1nnc(Cc2ccc(Cl)cc2)o1,-20,-1.1,0.33
CC(=O)N(c1nc(CCl)cs1)c1c(C)cc(C)cc1C,-3,1.3,1.4
Cc1nnsc1-c1nc2ccccc2[nH]1,52,0.94,1.1
CC(C)COCC(O)CCC(=O)NNC(=S)Nc1ccccc1 (stereo not given),-113,1.1,1.7
CN(CCOc1ccccc1)S(=O)(=O)c1ccc2oc3ccccc3c2c1,16,-0.64,0.18
CCn1cc(-c2csc(N)n2)c(C)n1,-23,/,/
O=C(Nc1ccc(F)cc1F)c1cc2ncc(CCCl)cn2n1,7,0.06,0.14
Cc1ccccc1-n1nc(C)c2cc(C(=O)N3CCN(S(=O)(=O)c4ccc(Cl)cc4)CC3)sc21,26,-0.7,-0.56
COC(=O)NCCOc1cc(C)ccc1C,-49,0.77,0.31
O=C(Oc1cc(=O)oc2ccccc12)c1ccco1,6,0.44,0.54
Cc1nc(C)c(-c2csc(Nc3ccc(F)cc3)n2)s1,-19,/,/
COc1ccc(Cc2nnc(NC(=O)C3CCCO3)s2)cc1OC (stereo not given),5,1.5,2
Cc1cc(=O)[nH]c(SCC(=O)O)c1C#N,-10,0.66,0.03
CCn1c(CNc2ccc(C)cc2)nnc1SCC(N)=O,57,1.1,0.94
O=C(COC(=O)CSc1ccc2ccccc2c1)NC1CC1,/,0.72,0.28
COCCn1c(C)cc(C(=O)COc2ncnc3ccc(Br)cc23)c1C,27,/,/
CCOc1ccccc1-n1c(SCC(=O)N(C(C)C)C(C)C)nnc1-c1cccnc1,-39,-0.35,-0.18
CC(=O)Nc1ccc(OC(=O)c2cc3cc(Br)cc(Br)c3oc2=O)cc1,-107,-1.1,-1.3
CN(CCCNC(=O)Cn1cc2c(n1)CCCC2)C1CCCCC1,/,-0.15,-0.42
CCC(C)(C)n1nnnc1CN1CCSCC1,69,0.46,0.14

Three compounds from above, arranged by heavy-atom count, lowest first:
structure,Insulin prom inh,sdo1 growth,sdo1 growth Rescue 24 h
COC(=O)NCCOc1cc(C)ccc1C,-49,0.77,0.31
O=C(Oc1cc(=O)oc2ccccc12)c1ccco1,6,0.44,0.54
O=C(Nc1ccc(F)cc1F)c1cc2ncc(CCCl)cn2n1,7,0.06,0.14

Looked up above.
`CCC(C)(C)n1nnnc1CN1CCSCC1` | sdo1 growth = 0.46
`CN(CCCNC(=O)Cn1cc2c(n1)CCCC2)C1CCCCC1` | sdo1 growth Rescue 24 h = -0.42
`Cc1nn(CCC(=O)NNC(=S)NCC(C)C)c(C)c1Br` | Insulin prom inh = -27
`COCCn1c(C)cc(C(=O)COc2ncnc3ccc(Br)cc23)c1C` | Insulin prom inh = 27

(more compounds)
structure,Insulin prom inh,sdo1 growth,sdo1 growth Rescue 24 h
ONC(=Nc1ccccc1)c1ccc(Cl)cc1,/,-1.7,-1.6
CCOc1ccccc1NC(=O)CCC(=O)O,-55,0.92,0.79
COc1ccc(C2CC(=O)c3cnn(-c4nc(C)cc(C)n4)c3C2)cc1 (stereo not given),-40,/,/
O=C(CSc1nnc(-c2ccncc2)n1-c1ccc(F)cc1)NC(=O)NCc1ccco1,-5,0.23,0.61
COc1ccc(CCNC(=O)CSc2cn(Cc3ccccc3)c3ccccc23)cc1OC,0,-0.77,0.79
C/C(=N\O)C(C)NC(=O)c1ccccc1 (stereo not given),6,-0.12,-0.47
Cc1ccc2c(C)nc(SC(C(=O)c3ccccc3)c3ccccc3)nc2c1 (stereo not given),-64,-0.66,0.97
NC(C(=O)O)C1CC(Cl)=NO1 (stereo not given),-23,-0.42,-0.44
CC(NC(=O)c1cccc(C(F)(F)F)c1)C1CCCO1 (stereo not given),-110,0.76,0.53
Cc1cc(/C=N/n2cnnc2)c(C)n1-c1cccc(Cl)c1,-8,-0.82,-0.97
CC1(C)CC(=O)CC(=NCC(=O)O)C1,-20,-0.38,-0.34
O=C(NCc1cc(C(F)(F)F)cc(C(F)(F)F)c1)C12CN(Cc3ccccc3)CC1C(c1cccc([N+](=O)[O-])c1)=NO2 (stereo not given),-48,-0.15,-0.41
O=S(=O)(NCCCc1ccccc1)c1cccc2nsnc12,-50,0.62,0.94
C=CCn1c(-c2ccc(OC)c(OC)c2)cs/c1=N\c1ccccn1,1,-0.68,-0.29
Cc1cc(Cl)c(S(=O)(=O)N2CCN(c3ccc(F)cc3)CC2)cc1OCC(=O)NC1CCCCC1,i,-0.78,-0.23
COc1ccc(NC(=O)COC(=O)/C=C/c2ccccc2[N+](=O)[O-])cc1,-52,0.31,0.28
COc1ccc(N2C(=O)CC(NC34CC5CC(CC(C5)C3)C4)C2=O)c(OC)c1 (stereo not given),-16,0.06,-0.07
N#Cc1ccccc1OCC(=O)Nc1c(C(=O)C2CC2)oc2ccccc12,21,-0.05,3.3
OCCOCCn1c(-c2ccccc2)nc(=S)c2c1CCCC2,/,-0.03,-0.12
COc1ccc(C2(CNC(=O)c3ccc(OC)c([N+](=O)[O-])c3)CCCCC2)cc1OC,-55,-1.2,-0.93
O=C(CSc1ccc(-c2ccncc2)nn1)c1ccccc1,-27,/,/
CC(C)NC(=O)CN1CCN(c2ncccn2)CC1,26,1.1,1.1
O=C(O)c1[nH]c2ccccc2c1CC(=O)N1CCOCC1,/,1.2,1.6
CCCCCCCCNC(C)C(O)c1ccc(SC(C)C)cc1 (stereo not given),-32,-2,-0.67
O=[N+]([O-])c1ccc(N/N=C/c2c[nH]c3ccccc23)cc1,-223,-1.9,-0.5
N#Cc1cnn(-c2ccccc2)c1N,36,0.38,0.12
CCOC(=O)C1CCN(C2CC(=O)N(c3cccc(Cl)c3)C2=O)CC1 (stereo not given),/,-0.05,-0.74
O=C1CN(C(=O)c2cc3ccccc3o2)c2ccccc2N1,-3,0.76,1
CCC(=O)Nc1ccc(C(=O)NNC(=O)Cc2ccccc2)cc1,/,0.65,-0.76
Cc1ccccc1C(=O)Nc1cccc(N)c1,-233,-2.1,-2.3
O=C1CCc2cc(S(=O)(=O)NC(Cc3ccccc3)C(=O)NCC3CCCO3)ccc2N1 (stereo not given),/,0.94,1
O=C(C1CCN(S(=O)(=O)c2cccc3cccnc23)CC1)N1CCN(c2ccc(Cl)cc2)CC1,/,-0.5,-0.34
CS(=O)(=O)Nc1ccc(C(=O)N2CCCCC2)cc1,i,1.5,2.2
